GC-A act – GC-A (human) enzyme activation; activation, % at 10 µM; P16066; HEK293 GC-A cells, cGMP TR-FRET, EC30 ANP; 0% at EC30 ANP, 100% saturating ANP; 0.14% of 370,000 active; AID 1671463; in the data active = activation above about 40%
PG9 binder – small molecules binding HIV-1 gp120 antibody PG9 | TR-FRET gp120-PG9 antibody binding | inhibition, % at 6.7 µM | 0.43% of 360,000 active; in the data active = inhibition above about 8.5%
hgDAF-12 ag – activates the H. glycines DAF-12 receptor ligand-binding domain | HEK293 GAL4-hgDAF12 UAS-luciferase reporter, agonist luminescence; normalized to butyrate control | activation, % at 6.8 µM | 1.8% of 370,000 active | AID 687014;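 active = activation above a cutoff set at the mean of all screened compounds plus 3 SD, cut at about 10% in these data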;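 also: 0% = DMSO wells and 100% = sodium butyrate wells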
ADAM10 inh – ADAM10 inhibition, QFRET primary screen. O14672. recombinant ADAM10, EDANS/DABCYL FRET peptide cleavage, 3 h. inhibition, % at 7 µM. 0.62% of 370,000 active. AID 720582;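 active = inhibition above a per-campaign cutoff equal to the mean of compounds falling between control-based bounds plus 3 SD, cut at about 20% in these data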;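 also: 0% = DMSO wells while the 100% control is not disclosed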
Target sequence (O14672 214-748 limits assumed): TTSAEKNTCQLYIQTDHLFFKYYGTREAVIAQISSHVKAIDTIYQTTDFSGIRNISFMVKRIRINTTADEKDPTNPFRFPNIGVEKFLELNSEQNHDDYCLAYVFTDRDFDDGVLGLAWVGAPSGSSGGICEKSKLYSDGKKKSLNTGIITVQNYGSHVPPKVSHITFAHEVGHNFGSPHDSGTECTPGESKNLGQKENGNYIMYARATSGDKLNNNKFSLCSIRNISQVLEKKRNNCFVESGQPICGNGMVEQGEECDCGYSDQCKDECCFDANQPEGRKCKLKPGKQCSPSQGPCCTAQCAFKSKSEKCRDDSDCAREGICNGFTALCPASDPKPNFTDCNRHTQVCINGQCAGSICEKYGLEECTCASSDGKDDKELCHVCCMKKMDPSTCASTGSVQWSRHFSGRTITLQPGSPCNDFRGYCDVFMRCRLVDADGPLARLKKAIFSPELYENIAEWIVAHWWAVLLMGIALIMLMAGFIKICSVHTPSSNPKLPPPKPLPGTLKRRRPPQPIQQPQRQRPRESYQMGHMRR
ADAM17 inh – inhibits human ADAM17 | P78536 | recombinant ADAM17, EDANS/DABCYL FRET peptide cleavage | inhibition, % at 6.95 µM | 0.83% of 370,000 active | AID 720648;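 active = inhibition above the mean of compounds lying between control limits plus 3 SD, set per campaign, cut at about 8.5% in these data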;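 also: 0% = DMSO-only wells as the low control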
DAX1 inh-1 – inhibitors of human orphan nuclear receptor DAX1 (NR0B1); HEK293 Gal4-DAX1 luciferase reporter, luminescence; P51843; AID 504766; inhibition, % at 6.75 µM; 0.99% of 340,000 active;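 active = inhibition above the mean over all tested compounds plus 3 SD, cut at about 4.2% in these data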;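 also: 0% = DAX1-transfected cells with DMSO and 100% = empty-vector control cells with DMSO; inhibition shows as a rise in luminescence from relieved DAX1 repression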
Target sequence (P51843 207-470 limits assumed): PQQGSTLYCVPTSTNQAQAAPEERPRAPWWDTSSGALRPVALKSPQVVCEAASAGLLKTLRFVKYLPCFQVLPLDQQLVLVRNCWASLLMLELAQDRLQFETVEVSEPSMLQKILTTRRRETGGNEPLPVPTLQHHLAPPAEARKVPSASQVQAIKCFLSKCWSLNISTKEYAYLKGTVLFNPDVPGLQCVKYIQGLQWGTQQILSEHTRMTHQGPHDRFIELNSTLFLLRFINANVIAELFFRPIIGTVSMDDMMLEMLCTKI
GAA850 FXN act – frataxin GAA850 promoter activation; HEK293 lucGAA850 FXN promoter luciferase reporter, 24 h; percent of 10 µM SAHA response; activation, % at 6 µM; 0.56% of 360,000 active;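 active = activation above the average of all compounds screened plus 3 SD, cutoff fixed separately per campaign, cut at about 7.5% in these data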;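 also: 0% = DMSO wells and 100% = 10 µM SAHA wells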
hcDAF-12 act – activates DAF-12 receptor from parasite H. contortus. HEK293 hcDAF-12 lit1-tk-luc reporter, luminescence; 0% DMSO, 100% Δ7-dafachronic acid. activation, % at 6.8 µM. 1.4% of 370,000 active;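 active = activation above the mean of all tested compounds plus 3 SD, cut at about 5.5% in these data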;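 also: 100% = response to 3 µM Δ7-dafachronic acid high control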
DAX1 inh-2 – DAX1 (NR0B1) inhibition, primary screen; inhibition, % at 6.8 µM; HEK293T StAR-luciferase reporter, SF-1/DAX-1 repression relief; AID 652010; 1.1% of 370,000 active;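 active = inhibition above the mean over all tested compounds plus 3 SD, cut at about 3.6% in these data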;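 also: 0% = DAX-1 cells with DMSO and 100% = cells lacking DAX-1 with DMSO; higher inhibition means more luminescence from relief of DAX-1 repression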
SMARCA2 activ – SMARCA2 function activation, primary screen. MG213 cells, MMTV-luciferase reporter, dexamethasone, overnight. activation, % at 9.1 µM. 1% of 370,000 active. AID 652017; in the data active = activation above about 7.8%;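 also: 0% = vehicle wells and 100% = reference activator wells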
ssDAF-12 act – S. stercoralis DAF-12 activation, primary screen; activation, % at 6.8 µM; HEK293 ssDAF-12/GRIP1 lit1-tk-luc reporter, luminescence; % of 3 µM dafachronic acid response; 1% of 370,000 active;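 active = activation above the mean over all tested compounds plus 3 SD, cut at about 0.9% in these data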;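 also: 0% = DMSO-only wells and 100% = 3 µM delta7-dafachronic acid wells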
Numbers without * were called inactive; i = inactive; . = no result given.

SMILES	GC-A act	PG9 binder	hgDAF-12 ag	ADAM10 inh	ADAM17 inh	DAX1 inh-1	GAA850 FXN act	hcDAF-12 act	DAX1 inh-2	SMARCA2 activ	ssDAF-12 act
O=C1CCc2cc(S(=O)(=O)N3CCC(C(=O)NCc4ccccn4)CC3)ccc2N1	2	-2.1	-0.9	-17	-4	1.1	0.4	-1.7	0.4	-1	-1.3
CC(=O)Nc1ccc(-c2csc(-c3cccnc3)n2)cc1	0	-1.9	11*	-31	-17	2.0	6.8	2.9	1.2	0	0.5
O=C(NCc1cccnc1)c1cn(CCc2ccccc2)nn1	-2	-0.3	-0.2	5	-3	-0.6	-2.0	-0.1	0.1	-2	-0.8
COc1cccc(NC(=O)COC(=O)CCS(=O)(=O)c2ccc(C)cc2)c1	0	0.8	1.7	2	-5	1.5	0.3	-0.8	2.1	-1	-1.0
O=C(c1cc(Sc2ccc(Cl)cc2)nc2ccccc12)N1CCN(c2ccccn2)CC1	-1	0.1	2.3	13	5	0.1	-0.7	-2.8	-0.1	-2	-1.8
CC1CN(CC(=O)Nc2ccc(Br)cn2)CC(C)O1 (configuration not stated)	0	-1.1	2.7	0	0	2.2	0.9	-2.6	0.1	-2	-1.1
O=C(NCc1ccccc1Cl)c1csc2c1CCCCC2	-1	0.6	-0.6	-6	-2	-0.2	1.0	-0.6	0.0	-2	-1.4
O=C(NCCOCCOCCNC(=O)c1ccccc1)c1ccccc1	1	0.7	-5.0	-3	0	-0.8	1.3	-2.0	0.2	-1	-0.8
CC1(C)CC(=O)C2=C(C1)OC1=C(C2)C(=O)CC(C)(C)C1	1	-1.4	-1.2	-5	-2	-0.1	4.2	1.5	0.3	5	-1.1
O=C(c1cccc(C(F)(F)F)c1)C1CCCN(C(=O)CCc2cnccn2)C1 (configuration not stated)	1	-0.9	-0.7	-7	-1	-0.8	0.9	-0.1	-0.9	-2	-1.1
Cc1c(C(=O)Nc2ccc(Cl)cc2)c2ccccn2c1C(=O)c1ccccc1	-2	0.2	-1.2	-4	-5	-0.5	1.1	0.2	0.5	-3	-0.3
Cc1ccccc1N(CC(=O)N1CCOCC1)S(C)(=O)=O	-3	-3.2	3.7	5	2	2.5	2.2	-1.1	0.6	0	-0.7
CCn1cc(/C=N\NC(=O)c2c[nH]c3ccccc23)c(C)n1	3	-1.2	7.9	-6	-3	-0.3	1.6	4.2	0.6	5	-0.8
O=C1Nc2ccccc2CCc2ccccc21	1	-0.5	2.4	-3	-1	-0.1	0.0	0.0	-0.4	1	-0.8
O=C(Nc1ccc(Oc2ccc(Cl)cc2)c(Cl)c1)c1cc(I)cc(I)c1O	14	0.6	-1.3	-11	-6	2.3	1.1	-1.5	1.2	-4	-1.2
Cc1ccc(S(=O)(=O)N2CC3(COC(C)(C)OC3)C[C@H]2CON2C(C)(C)CCCC2(C)C)cc1	-3	.	-0.8	0	-2	.	.	-2.9	.	.	-2.0
NC(=O)COC(=O)C(Cc1ccccc1)NS(=O)(=O)c1ccccc1F (configuration not stated)	2	-0.8	-0.9	6	0	1.2	0.6	-2.2	-0.3	0	-1.2
CCC(=O)N1CCC1(C)C(=O)Nc1ccc2scnc2c1 (configuration not stated)	1	1.0	1.5	-19	-3	.	1.6	2.1	-0.1	0	-0.5
Cc1cc(S(=O)(=O)NCCc2ccccc2)c(C)s1	-14	-0.7	0.1	7	-1	0.7	-0.6	0.5	0.1	-2	-1.8
Cc1cc(=O)oc2c(CN(CC(C)C)CC(C)C)c(O)ccc12	2	3.7	-0.7	i	i	.	.	-0.8	0.5	-2	-0.7
CCn1c(=O)c2ccccc2n2c(SCC(=O)N3CCCc4ccccc43)nnc12	5	-0.4	1.2	-8	-2	-0.6	-0.5	-0.1	0.0	4	-1.5
CCOc1ccc(CCNC(=O)c2cc3ccsc3n2C)cc1OCC	-2	.	-2.8	-7	-6	.	.	-5.8	-1.7	-1	-1.6
CC(C)N(Cc1ccccc1)C(=O)c1ccc2c(c1)OCO2	5	2.1	-1.0	2	-1	-0.7	2.5	-1.2	-1.6	-3	-1.0
Cc1ccc(-c2csc(C(C#N)=C(O)CN3CCN(C(=O)c4ccco4)CC3)n2)cc1	-19	2.7	0.6	-11	-9	-0.3	0.3	2.1	0.2	-6	-0.6
O=C(O)COc1ccccc1C=NNc1ccc([N+](=O)[O-])cc1S(=O)(=O)Nc1ccc(Cl)cc1	5	0.8	-2.5	-8	-7	0.8	1.2	-0.7	-0.5	-3	-1.1
Continued:
SMILES	GC-A act	PG9 binder	hgDAF-12 ag	ADAM10 inh	ADAM17 inh	DAX1 inh-1	GAA850 FXN act	hcDAF-12 act	DAX1 inh-2	SMARCA2 activ	ssDAF-12 act
CCOC(=O)C(CC)Sc1nc2c(c(=O)[nH]c(=O)n2C)n1C/C=C(/C)Cl (configuration not stated)	2	-1.7	-1.9	7	1	-0.6	2.4	-0.1	-0.5	1	-0.8
O=C(COC(=O)CCSc1ccccc1)Nc1ccccc1	4	-0.4	-1.3	-3	0	0.6	1.6	0.3	-0.1	-2	-1.1
C=CCn1c(COc2ccc(Cl)cc2)nnc1SCC(=O)c1ccccc1	-2	.	-1.2	6	-14	.	.	-1.1	-0.8	-4	-2.6
Cn1c(N)c(C(=O)COC(=O)CCCc2nc3ccccc3s2)c(=O)n(C)c1=O	6	-1.3	0.3	5	4	0.0	-1.0	-0.8	-0.9	-7	-0.8
CC1CN(C(=O)c2cc(-c3ccncc3)nc3ccccc23)CC(C)O1 (configuration not stated)	-17	-1.4	7.4	-19	-6	0.7	0.8	1.7	1.4	-2	-0.7
CN1CC[C@@H]2C(=O)N3CCc4ccc(-c5ccc6c(c5)OCO6)cc4[C@@H]3C[C@@H]21	16	-1.5	10	-34	-12	1.7	0.7	-2.5	-0.1	-1	-0.9
CN(C)CCn1c2c(c(SCC(=O)Nc3ccccc3C(F)(F)F)nc1=O)CCCC2	0	-1.2	-1.5	3	-2	0.4	1.9	-2.5	1.5	3	-1.1
CCOC(=O)c1[nH]c(C)c(C(=O)N2CCN(c3ccccc3)CC2)c1C	1	-0.5	-0.8	6	1	-0.1	-0.1	-0.5	-0.4	-1	-1.6
COC(=O)c1cc(-c2ccc(OC)c(OC)c2)c(=O)n2c1CCC2	5	.	-4.0	-121	-27	.	.	-1.0	-0.2	-1	-0.9
Cn1c(SCc2c(Cl)cccc2Cl)nnc1-c1ccc2nonc2c1	-2	-0.9	-0.8	-15	-1	1.1	0.9	-2.0	-0.1	-4	-0.7
COC(=O)c1ccc(C(C(=O)NC2CCCCC2)N(Cc2ccccc2)C(=O)Cc2cccs2)cc1 (configuration not stated)	-10	-0.3	3.2	-1	0	2.3	1.1	-0.1	-0.1	-1	0.0
CCN=C1S/C(=C\c2ccc(OCC)c(OC)c2)C(=O)N1CC	12	-0.3	-3.0	0	-3	-1.5	6.3	-3.2	-0.3	0	-1.5
CCCCC(C(=O)OCC)C(N)Cc1ccc(F)cc1 (configuration not stated)	-20	-1.6	-0.1	8	-1	-2.0	1.1	1.7	-1.0	-1	-1.6
O=S(=O)(Nc1ccc(Cl)nn1)c1ccccc1	2	1.7	0.2	-1	-4	-1.8	-1.0	-1.1	0.0	-4	-1.6
COc1cc(NC(=S)NNC(=O)C(C)(C)O)cc(OC)c1	-2	-0.3	2.7	-5	-1	2.2	-0.9	-2.4	0.0	-2	-1.8
CN(CC(=O)Nc1cccc2c1CCCC2)S(=O)(=O)c1ccc(Cl)cc1	-2	-0.1	-1.8	3	-3	2.6	-0.3	0.3	0.2	0	-1.5
Cc1ccc(C(=O)OCCN2CCN(c3ncc(C(F)(F)F)cc3Cl)CC2)cc1	0	-0.9	-1.0	4	0	-1.1	0.8	-1.9	0.2	1	-1.1
Cc1cc(C)c(C#N)c(SCc2ccccc2C(=O)O)n1	3	-1.1	-1.0	-17	-3	-0.5	-0.8	-0.9	-0.3	-1	-1.5
Cc1ccc(NC(=O)CNC(=O)N2CC(=O)Nc3ccccc32)cc1F	3	-1.3	4.1	-3	-6	1.0	1.0	1.2	0.1	-2	-1.1
Cn1c(N/N=C/c2cccs2)nc2c1c(=O)n(Cc1ccccc1)c(=O)n2C	9	-3.3	5.3	26*	5	-1.2	1.7	4.5	0.0	-3	-1.1
CC(C)N1C/C(=C/c2ccsc2)C(=O)/C(=C/c2ccsc2)C1	-15	-1.8	-11	12	3	-0.8	2.9	-5.1	-3.7	0	-2.9
COC(=O)COc1ccc(S(=O)(=O)Nc2cc([N+](=O)[O-])ccc2C)cc1	4	-1.1	-0.4	-1	-3	-1.0	0.7	-0.8	0.0	-1	-0.7
CCOC(=O)[C@@H]1C(c2c(OC)cc(OC)cc2OC)=NO[C@@H]1C(=O)OCC	-10	1.1	-0.2	-6	-1	-1.4	-0.3	-1.3	-0.2	-3	-0.6
CN(C)c1cccc(C(=O)OCc2cc(=O)oc3cc(O)ccc23)c1	-2	1.7	-1.6	i	-296	-0.3	3.2	0.7	1.5	0	-0.9
O=C(Nc1ccc(OC(F)(F)F)cc1)Oc1ccccc1N1CCOCC1	2	-0.3	0.3	4	1	0.0	-1.3	0.9	0.4	0	-1.8

Next section; the last three above are carried over.
SMILES	GC-A act	PG9 binder	hgDAF-12 ag	ADAM10 inh	ADAM17 inh	DAX1 inh-1	GAA850 FXN act	hcDAF-12 act	DAX1 inh-2	SMARCA2 activ	ssDAF-12 act
CCOC(=O)[C@@H]1C(c2c(OC)cc(OC)cc2OC)=NO[C@@H]1C(=O)OCC	-10	1.1	-0.2	-6	-1	-1.4	-0.3	-1.3	-0.2	-3	-0.6
CN(C)c1cccc(C(=O)OCc2cc(=O)oc3cc(O)ccc23)c1	-2	1.7	-1.6	i	-296	-0.3	3.2	0.7	1.5	0	-0.9
O=C(Nc1ccc(OC(F)(F)F)cc1)Oc1ccccc1N1CCOCC1	2	-0.3	0.3	4	1	0.0	-1.3	0.9	0.4	0	-1.8
CCN(C(=O)C1CCN(S(=O)(=O)c2ccc3c(c2)oc(=O)n3C)CC1)c1cccc(C)c1	-9	0.2	0.8	-10	1	0.9	0.0	-1.1	0.8	-2	-2.1
Clc1ccccc1-c1ccc2ncnc(NCc3ccc4c(c3)OCO4)c2c1	13	-2.1	-0.6	-28	2	0.4	-0.3	-2.3	0.0	-1	-1.5
Clc1ccc(SCCn2ccnc2)cc1	2	0.1	-0.4	-5	-5	-0.9	0.7	0.1	-0.6	2	-0.8
O=C(Nc1ccccc1Cl)c1ccc(S(=O)(=O)NCC2CCCO2)cc1 (configuration not stated)	0	0.9	-0.5	1	2	0.0	-1.1	-0.8	-0.2	0	-1.1
O=C(CN1C(=O)COc2ccc(Cl)cc21)N1CCc2ccccc21	2	-0.5	-1.1	-6	-6	0.3	1.2	0.1	0.3	-2	-0.4
Cc1cccc(-c2nc3ccccc3c(=O)n2NC(=S)N(C)C)c1	8	1.4	-4.5	7	-5	-1.3	2.3	-1.7	-0.6	-4	-1.7
COc1ccccc1NC(=S)NC1CC2CCC1C2 (configuration not stated)	3	-0.5	1.9	-5	-2	2.3	2.4	-2.7	0.0	-1	-1.0
COc1cc(NC(=O)c2cc3c(CO)cnc(C)c3oc2=Nc2cccc(C(N)=O)c2)cc(OC)c1	4	-0.8	-1.0	-7	-5	-0.3	1.1	1.4	-0.1	0	-0.6
